# LDHA inh – inhibitors of human lactate dehydrogenase A. P00338. 480,000 compounds, 0.15% hits. purified LDHA, NADH/diaphorase-resazurin fluorescence; active compounds read low. activity change, % (values are at about 110 or 230 µM); in the data active = activity change below about -30%;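 note: plate controls were DMSO wells for no effect and wells without enzyme for full effect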
#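 LDH5 2 nM; NADH 0.06 mM, pyruvate 0.2 mM; 200 mM Tris pH 7.4, EDTA, Tween-20; 5 min RT. Detection: diaphorase 0.133 mg/mL + resazurin 37 µM, fluorescence ex540/em590 at 0 and 20 min; normalized to enzyme-free and DMSO wells.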
# GRP78 ERSR act – inducers of ER stress response in human glioma cells | U87-MG GRP78 promoter luciferase reporter, 16 h | 420,000 compounds, 0.02% hits | Potency, µM, without a hit: at the top dose activation, hits mostly activators; active = well fitted activation curve with a large enough effect; note: potency is the fitted concentration of half-maximal effect; series mostly up to about 76 µM; % of control where 0% means no effect; nearly all actives have a fitted effect of over 35% in size
#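 Stably transfected U87-MG human glioma cells carrying a GRP78-based luminescent sensor were seeded at 1000 cells/well, pin-dosed with compounds and incubated 16 h. Luciferase reagent was then added, and end-point luminescence was read after 10 min at room temperature.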
# * marks the source's active call; other numbers are inactive results.
structure,LDHA inh,GRP78 ERSR act
OC(c1ccccc1)(c1nc(-c2cc3ccccc3o2)cs1)C(F)(F)F (configuration not stated),-6,-1%
CC1(C(=O)NCc2ccccc2)Cc2c(-c3cccc(C(F)(F)F)c3)ccnc2O1 (configuration not stated),-1,-6%
COc1ccc(CN2CCC2(C)C(=O)Nc2cnc3ccccc3c2)c2ccccc12 (configuration not stated),-5,-2%
Cc1ccc(S(=O)(=O)N(C)c2ccc3c(c2)C(=O)c2ccccc2-3)cc1,-1,-4%
CCCS(=O)(=O)NC(=O)C1(C)CCN(C(=O)c2ccccc2Br)C1 (configuration not stated),-10,-1%
COc1ccc(Cl)cc1C1=NOC2(CCC2)C(=O)N1Cc1ccc(NC(C)=O)cc1,-7,0%
CC(=O)Nc1ccc(-c2ccnc3c2CC(C)(C(=O)NC(C)C)O3)cc1 (configuration not stated),0,-2%
Cc1cccc(C)c1C(O)c1ncc(-c2ccccc2F)[nH]1 (configuration not stated),0,-1%
CC(C)(C)S(=O)N1Cc2cc(C(=O)NCc3ccc4c(c3)OCO4)nc(-c3cccc(-c4ccccc4)c3)c2[C@@H]1CCO (some centres not stated),-5,-3%
CCOc1ccc(-c2cc(C(=O)Nc3ccc(C)c(NS(C)(=O)=O)c3)[nH]n2)c(C)c1,-8,-7%
COC(=O)N1CCCCC1c1cc(C(=O)Nc2cccc3c2CCCC3)no1 (configuration not stated),2,0%
O=NN(CC(=O)NNc1ccccc1)CC(=O)NNc1ccccc1,2,-1%
CSc1ccccc1NC(=O)C1(C)CCN1C(=O)Cc1ccc(-c2ccccc2)cc1 (configuration not stated),-5,-1%
CN(C)Cc1csc(NC(=O)Nc2ccccc2-c2ccccc2)n1,-3,-4%
CN(Cc1ccccc1)C(=O)c1ccc2nc([C@@H]3O[C@H](CO)[C@H](O)[C@H](O)[C@H]3O)[nH]c2c1,0,0%
Nc1ncnc2c1ncn2[C@@H]1O[C@H](C(=O)N[C@H]2c3ccccc3C[C@H]2O)[C@@H](O)[C@H]1O,-7,1%
CN(C)CCNC(=O)c1ccc(-c2cn3c(-c4ccc(Oc5ccccc5)cc4)cnc3cn2)cc1,-6,-7%
Cc1noc(C)c1C(=O)N1CCC1(C)C(=O)NS(=O)(=O)c1cccc(F)c1 (configuration not stated),-8,-3%
CC(=O)[C@@]1(O)Cc2c(O)c3c(c(O)c2[C@H](O[C@H]2C[C@H](N)[C@H](O)[C@H](C)O2)C1)C(=O)c1ccccc1C3=O,0,-12%
COc1cccc(-c2ccc3c(c2)N(Cc2cccc(F)c2)C(=O)C(C)S3)c1 (configuration not stated),-5,0%
CCOC1=C2[C@H](c3ccc(CC)cc3)N(S(=O)(=O)c3ccc(C)cc3)C[C@H]2n2c(=O)n(-c3ccccc3)c(=O)n2C1,-11,-1%
CC(C)C(=O)N1CCC1(C)C(=O)NCc1ccc(C(C)(C)C)cc1 (configuration not stated),-12,-1%
CCOc1cccc(-c2cc(N3CCN(CCO)CC3)n3nccc3n2)c1,-11,-5%
C[C@@H]1CN([C@H](C)CO)C(=O)CCCn2cc(nn2)CO[C@H]1CN(C)C(=O)c1ccccc1,-16,-3%
CC(=O)C(=Cc1ccc(Cl)cc1)C(=O)c1ccccc1,-4,-10%
Cc1cc(C)c(C(O)c2ncc(-c3cccc(F)c3)[nH]2)c(C)c1 (configuration not stated),1,-3%
COc1ccc(-c2csc(C(C)(NC(C)=O)c3ccccc3)n2)cn1 (configuration not stated),-4,0%
CCc1nc2ccc(C(=O)N3CCCC(C(N)=O)C3)cn2c1N(C=O)CC (configuration not stated),-4,-3%
COCOc1cccc(CN2CCC(C)(Oc3ccc(C(C)=O)cc3)C2)c1 (configuration not stated),0,0%
Clc1cccc(CNc2ccn3nc(-c4cccc(Cl)c4)cc3n2)c1,-5,13%
CCOC(=O)C1=CCC(c2ccccc2)N(S(=O)(=O)c2ccccc2C)C1 (configuration not stated),-5,-2%
OC(c1ccc(F)c(F)c1)c1nc(-c2ccc3c(c2)OCO3)cs1 (configuration not stated),-6,3%
COc1ccc(NC(=S)N2CCC3CC2c2cc(-c4ccc5c(c4)OCO5)ccc23)c(OC)c1 (configuration not stated),-7,-4%
COc1cc(CCN(C(=O)c2cccc(S(C)(=O)=O)c2)C(CCc2ccccc2)c2nc3ccccc3[nH]2)cc(OC)c1 (configuration not stated),-1,-3%
CC(=O)Nc1cnc(-c2ccc3c(c2)OCO3)cn1,-5,-3%
NC(Cc1ccc(C(F)(F)F)cc1)c1csc(Nc2ccc(S(N)(=O)=O)cc2)n1 (configuration not stated),-5,-4%
COc1ccc(-c2cnc3c(NC(C)=O)cc(-c4ccccc4CN(C)C)cn23)cc1OC,-7,2%
CN1CCN([C@@H]2CS(=O)(=O)N[C@H]2COCc2ccccc2)CC1,-9,-4%
COc1ccccc1Cn1c(C)c(C(=O)NCCC#N)sc1=O,-2,0%
Clc1cccc(Cc2c(C3CCCCC3)nc3ccc(Cl)cn23)c1,-5,0%
OC(c1ccccc1)c1nc(-c2ccc(Cl)cc2)cs1 (configuration not stated),1,5%
N#CCCC1(CCC#N)c2ccccc2C(=O)c2ccccc21,3,1%
CC1(C(=O)NS(=O)(=O)C2CC2)CCN(C(=O)COCc2ccccc2)C1 (configuration not stated),-13,-5%
O=C(/C=C/[C@H]1O[C@@H](n2cnc3c(NC(=O)c4ccccc4)ncnc32)[C@H](O)[C@@H]1O)NCC1CCCO1 (some centres not stated),-6,-4%
NC(=Nc1c([N+](=O)[O-])cnc2ccccc12)N1CCOCC1,-2,-1%
O=c1cc(CN2CCN(c3ccccc3F)CC2)c2ccccc2o1,-2,-4%
O=C1Nc2ccccc2N=C(c2ccc3c(c2)OCO3)C1N(C(=O)c1ccc2ccccc2c1)C1CC1 (configuration not stated),1,0%
COCCNC(=O)C1(C)CCN(C(=O)C2(c3ccc(Cl)cc3)CCCC2)C1 (configuration not stated),-2,-4%
COc1cccc(C(O)c2nc(-c3cnn(C)c3)cs2)c1 (configuration not stated),-4,-1%
CCCS(=O)(=O)NC(=O)C1(C)CCN(C(=O)c2ccc(C#N)cc2)C1 (configuration not stated),3,-2%
Cc1ccc(S(=O)(=O)NC(=O)C2(C)CCN2C(=O)C2(c3ccc(Cl)cc3)CC2)nc1 (configuration not stated),-9,-5%
CC1(C(=O)NS(=O)(=O)c2ccc(F)cc2F)CCN1C(=O)c1ccco1 (configuration not stated),-7,-2%
CCOc1ccc(-c2cc(C(=O)NCCOC)[nH]n2)c(C)c1,-9,2%
CC1(C(=O)NCc2ccccc2)CCC(=O)N1CCCn1ccnc1 (configuration not stated),-6,-4%
COc1cc(CNC(=O)Nc2nnc([C@H]3C[C@H](O)[C@@H](CO)O3)s2)cc(OC)c1OC,0,-1%
CC(=O)OC[C@@H]1CN(Cc2ccccc2)C[C@H](n2cnc3c(NC4CCCC4)ncnc32)O1,-1,-3%

# Continued:
structure,LDHA inh,GRP78 ERSR act
CCOC(=O)C1CCCN(C(=O)c2ccc3ccccc3c2)CC1 (configuration not stated),-11,-2%
CCc1nc2ccc(C(=O)NC3CCN(Cc4ccccc4)CC3)cn2c1N(CC)Cc1cccc(Br)c1,2,-11%
NC(COCc1ccccc1)c1csc(Nc2ncccn2)n1 (configuration not stated),-8,0%
COc1ccccc1-c1cnc(C(O)c2ccc(Cl)cc2C)[nH]1 (configuration not stated),-10,-3%
COc1ccccc1-c1cnc(C(O)c2ccc(C(C)(C)C)cc2)[nH]1 (configuration not stated),-1,-1%
OC(c1ccc(F)c(F)c1)c1nc(-c2cccc3cccnc23)cs1 (configuration not stated),-4,0%
Cc1cc(F)ccc1-c1cc(C(=O)NC2CCCCC2)[nH]n1,-8,7%
CCCNC(=O)C1(C)CCCN(C(=O)c2cccc(OC(F)(F)F)c2)C1 (configuration not stated),-3,-1%
CCCS(=O)(=O)NC(=O)C1(C)CCCN(C(=O)Cc2ccc3ccccc3c2)C1 (configuration not stated),-5,6%
CC1(C(=O)NCc2cccnc2)CCN1C(=O)c1cccc(F)c1 (configuration not stated),-8,-4%
CC(=O)Nc1cccc(-c2cc(NC(C)=O)c3ncc(-c4ccc(F)cc4)n3c2)c1,-1,-7%
COc1ccccc1-c1cnc2c(Nc3cccc(OC(F)(F)C(F)F)c3)nccn12,-5,4%
CN(C)c1ncnc2c1ncn2[C@H]1CN(Cc2cccnc2)C[C@@H](CO)O1,-2,-3%
CCCCNC(=O)C1(C)CCN1C(=O)c1cccc(OC(F)(F)F)c1 (configuration not stated),-5,-1%
CCNC(=O)C1(C)CCCN(Cc2csc(-c3ccccc3)n2)C1 (configuration not stated),-2,-1%
Cc1cccc(C)c1NC(=O)Nc1nc(C(N)c2ccccc2Cl)cs1 (configuration not stated),-10,-3%

# The list continues:
SMILES,LDHA inh,GRP78 ERSR act
CCc1nc2ccc(C(=O)NCc3ccccc3OC)cn2c1N(CCC(C)C)CCN(C)C,1,4%
CCNC(=S)Nc1ccc2c(c1)c(=O)n(C)n2-c1ccc(C(C)(C)C)cc1,7,-4%
Cc1cc(F)ccc1-c1cc(C(=O)Nc2ccccc2)[nH]n1,-2,-6%
CC(C)C1Cc2[nH]c(=S)[nH]c(=O)c2C(c2ccc(Cl)cc2)O1 (configuration not stated),-8,2%
Cn1nc(C(C)(C)C)cc1NC(=O)C1(C)CCN1C(=O)c1ccccc1CCc1ccccc1 (configuration not stated),1,-3%
O=C(Nc1cccc(S(=O)(=O)N2CCCC2)c1)[C@H]1C[C@H](O)[C@@H](CO)O1,-6,-1%
CSc1ccc(C(O)c2ncc(-c3cccc(OCc4ccccc4)c3)[nH]2)cc1 (configuration not stated),-11,3%
CCOP(=O)(OCC)C(Cc1ccc(OC)c(OC)c1)N=C(c1ccccc1)c1ccccc1 (configuration not stated),-3,0%
COCOc1ccc(-c2ncc(OC)nc2NC(=O)c2ccsc2)cc1,-1,10%
CCc1ccc2c(c1)NC(=O)C2(C)Cc1ccc(C(F)(F)F)o1 (configuration not stated),3,-3%

# Ordered by molar mass (descending): part of the list above
SMILES,LDHA inh,GRP78 ERSR act
CCOP(=O)(OCC)C(Cc1ccc(OC)c(OC)c1)N=C(c1ccccc1)c1ccccc1 (configuration not stated),-3,0%
Cn1nc(C(C)(C)C)cc1NC(=O)C1(C)CCN1C(=O)c1ccccc1CCc1ccccc1 (configuration not stated),1,-3%
CSc1ccc(C(O)c2ncc(-c3cccc(OCc4ccccc4)c3)[nH]2)cc1 (configuration not stated),-11,3%
CCNC(=S)Nc1ccc2c(c1)c(=O)n(C)n2-c1ccc(C(C)(C)C)cc1,7,-4%
COCOc1ccc(-c2ncc(OC)nc2NC(=O)c2ccsc2)cc1,-1,10%
O=C(Nc1cccc(S(=O)(=O)N2CCCC2)c1)[C@H]1C[C@H](O)[C@@H](CO)O1,-6,-1%
CCc1ccc2c(c1)NC(=O)C2(C)Cc1ccc(C(F)(F)F)o1 (configuration not stated),3,-3%

# Entries of single compounds, looked up by structure.
# CC(C)(C)S(=O)N1Cc2cc(C(=O)NCc3ccc4c(c3)OCO4)nc(-c3cccc(-c4ccccc4)c3)c2[C@@H]1CCO (some centres not stated) is entered as LDHA inh: -5; GRP78 ERSR act: -3%
# N#CCCC1(CCC#N)c2ccccc2C(=O)c2ccccc21 is entered as LDHA inh: 3; GRP78 ERSR act: 1%

# The list continues:
SMILES,LDHA inh,GRP78 ERSR act
COc1ccc(OC)c(NC(=O)C2(C)CCN2CCOc2ccccc2)c1 (configuration not stated),10,0%
COc1ccc(-c2nc3ccc(Cl)cn3c2Cc2ccccc2)cc1OC,-3,2%
O=C1NC(O)CCN1C1CC(O)C(CO)O1 (configuration not stated),-5,-3%
Cc1cc(C(=O)N2CCC2(C)C(=O)Nc2cccc3c2CCCC3)nn1C (configuration not stated),-3,-1%
CCOC(=O)C1(C)CCN1C(=O)c1ccoc1 (configuration not stated),-10,-3%
CCCc1ccc(C(O)c2ncc(-c3ccc(C)cc3)[nH]2)cc1 (configuration not stated),-9,3%
Cc1nc2c(OCc3ccc(F)c(F)c3)cccn2c1N(C)C(=O)CCC1CCCC1,-4,-3%
CC(=O)Nc1cccc(-c2ccnc3c2CC(C)(C(=O)NCc2ccc(N(C)C)cc2)O3)c1 (configuration not stated),-1,2%
CCC(CC)C(=O)N(C)c1c(C)nc2c(OCc3ccccc3OC)cccn12,-2,-2%
CN(C)c1ccc(-c2cccc3nccn23)cc1,-2,6%
Cn1nc(C(C)(C)C)cc1N1C(=O)CCC1(C)C(=O)NC1CCCCC1 (configuration not stated),2,-6%
CC1(C(=O)NC2CCN(Cc3ccccc3)CC2)CCN1Cc1ccc2ccccc2c1 (configuration not stated),2,-1%
COc1ccc(C(=O)ON=C(C)c2nccs2)cc1,-10,-1%
CC1=C(C(=O)N(C(C)C)C(C)C)CC(CC(=O)NCCCN(C)C)C(=O)N1Cc1ccc(C(C)(C)C)cc1 (configuration not stated),-2,-4%
COc1cccc(-c2cnc3c(NC(C)=O)cc(-c4cccc(NC(C)=O)c4)cn23)c1,1,9%
O=C(NCc1ccc(F)c(F)c1)c1cccc2c(-c3cccnc3)coc12,0,-3%

# This is a subset, so the mix of outcomes need not match the whole.
